Dengue-2 NS5 capping: flavivirus cap methylation enzyme inhibition – biochemical, confirmation dose response, primary screen (AID 588689) | Dengue-2 NS5 methyltransferase capping enzyme assay, biochemical; higher % means a stronger effect | one-dose inhibition, % at 25 µM; IC50 in µM for titrated hits | 0.3% of 340,000 active; in the data active = a potency from the dose series
NTR1 agonist: NTR1-driven beta-arrestin-GFP spot formation – imaging, U2OS cells, high content, primary screen (AID 493036); agonist mode; activation, % at 20 µM; 0.17% of 330,000 active;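 active = activation at or above 40% of the spot to cytoplasm intensity ratio, with at least 20 cells analyzed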;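 also: 0% = DMSO without peptide and 100% = 100 nM NTR1 peptide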
Target sequence (P30989 whole entry, looked up): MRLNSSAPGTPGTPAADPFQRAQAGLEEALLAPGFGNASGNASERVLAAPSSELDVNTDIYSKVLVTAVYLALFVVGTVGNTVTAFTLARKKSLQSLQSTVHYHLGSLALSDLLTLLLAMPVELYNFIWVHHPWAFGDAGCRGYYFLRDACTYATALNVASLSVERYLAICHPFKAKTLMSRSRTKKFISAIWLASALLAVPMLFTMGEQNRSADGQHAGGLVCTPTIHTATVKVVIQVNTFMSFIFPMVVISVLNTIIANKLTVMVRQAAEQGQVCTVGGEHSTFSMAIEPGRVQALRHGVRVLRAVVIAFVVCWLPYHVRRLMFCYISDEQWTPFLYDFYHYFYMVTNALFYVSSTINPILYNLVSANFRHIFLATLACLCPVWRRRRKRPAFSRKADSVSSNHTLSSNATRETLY
K1F lysis inhibition: protection from phage-mediated lysis, alamar blue read-out – E. coli UTI89, K1F phage, bacterial capsule biogenesis inhibitors (AID 488966); E. coli UTI89 K1F phage lysis, alamar blue, 2 h; higher % means a stronger effect; inhibition, % at 100 µM; hits with a dose series show IC50 in µM; 0.02% of 340,000 active;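 active = phage lysis inhibition, versus mean bacterial control, above a set limit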;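 also: capsule biogenesis inhibitors block K1F phage lysis so surviving cells raise fluorescence; higher fluorescence means more inhibition of phage lysis; actives were called in the ten point dose series up to 300 µM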
NTR1 agonist cell count 20 µM: recorded beside NTR1 agonist, whose call it bears; cell count; measured here: cell count, cytotoxicity flag
Dengue-2 NS5 capping pilot replicate: also measured in Dengue-2 NS5 capping; calls as there; inhibition, %; measured here: pilot screen replicate inhibition
The depositor's hits bear a star; i = inactive; [ ] = remark or other dose.

A first look:
SMILES	Dengue-2 NS5 capping	NTR1 agonist	NTR1 agonist cell count 20 µM	K1F lysis inhibition	others
Cc1cc(NC(=O)CN(C)CC(=O)Nc2ccc(F)c(F)c2F)no1	3%	0.9	60	0.8%[50 µM]
COc1ccc(NC(=O)COc2coc(CN3CCCc4ccccc43)cc2=O)cc1	-7%	0.3	64	0.3%[50 µM]
Cc1nc(-c2ccc(F)cc2)c(CC(=O)N2CCN(S(=O)(=O)c3cccc(F)c3)CC2)s1	2%	-0.2	72	0.0%[50 µM]
Cc1noc(C)c1S(=O)(=O)N(C)C[C@H]1Oc2c(NC(=O)Nc3ccc4c(c3)OCO4)cccc2C(=O)N([C@H](C)CO)C[C@@H]1C	-33%	-1.1	58	0.2%	Dengue-2 NS5 capping pilot replicate=-27
CC(C)C[C@H](NC(=O)c1nc[nH]c1C(=O)NCCNC(=O)OC(C)(C)C)C(=O)CNCCNC(=O)c1[nH]cnc1C(=O)N[C@@H](C)C(=O)OC(C)(C)C	3%	-0.5	46	1.3%

The list itself, previewed entries included:
SMILES	Dengue-2 NS5 capping	NTR1 agonist	NTR1 agonist cell count 20 µM	K1F lysis inhibition	others
Cc1cc(NC(=O)CN(C)CC(=O)Nc2ccc(F)c(F)c2F)no1	3%	0.9	60	0.8%[50 µM]
COc1ccc(NC(=O)COc2coc(CN3CCCc4ccccc43)cc2=O)cc1	-7%	0.3	64	0.3%[50 µM]
Cc1nc(-c2ccc(F)cc2)c(CC(=O)N2CCN(S(=O)(=O)c3cccc(F)c3)CC2)s1	2%	-0.2	72	0.0%[50 µM]
Cc1noc(C)c1S(=O)(=O)N(C)C[C@H]1Oc2c(NC(=O)Nc3ccc4c(c3)OCO4)cccc2C(=O)N([C@H](C)CO)C[C@@H]1C	-33%	-1.1	58	0.2%	Dengue-2 NS5 capping pilot replicate=-27
CC(C)C[C@H](NC(=O)c1nc[nH]c1C(=O)NCCNC(=O)OC(C)(C)C)C(=O)CNCCNC(=O)c1[nH]cnc1C(=O)N[C@@H](C)C(=O)OC(C)(C)C	3%	-0.5	46	1.3%
O=C(OCc1c(F)cccc1Cl)c1cc([N+](=O)[O-])ccc1N1CCOCC1	3%	4.3	49	-0.5%[50 µM]
CCCCN1CC[C@H]2C=CC[C@@H](C(=O)Nc3ccc(OC)cc3)[C@H]2C1=O	2%	-1.5	88	0.3%
CN(CC(=O)Nc1c(Cl)cccc1Cl)C(=O)CCC(=O)c1ccccc1	8%	-0.5	68	0.5%[50 µM]
O=C(c1ccc(S(=O)(=O)NCc2ccco2)cc1)N1CCN(c2ccccc2)CC1	-2%	2.8	66	-0.9%
O=C1CC(NS(=O)(=O)c2ccccc2)CN1c1ccc2c(c1)OCCO2 (configuration not stated)	2%	-1.0	47	0.9%[50 µM]
C=CCSc1ccc(S(=O)(=O)N2CCN(C)CC2)cn1	1%	-1.4	53	-0.1%
CCN1C(=O)C(=O)N(CC(=O)N2CCC(C)Sc3ccccc32)C1=O (configuration not stated)	4%	-1.2	53	1.6%[50 µM]
COC(=O)c1ccc(NC(=O)CN2C(=O)NC3(CCC(C)CC3)C2=O)cc1 (configuration not stated)	2%	1.2	51	0.9%[50 µM]
CCOC(=O)C1=C(C)N(Cc2ccccc2)C(=O)NC1c1ccccc1OS(=O)(=O)c1ccccc1[N+](=O)[O-] (configuration not stated)	-6%	0.0	76	0.2%
CSCCC(NC(=O)CCNC(=O)c1ccccc1Cl)c1nc2ccccc2[nH]1 (configuration not stated)	-2%	-2.3	56	0.1%[50 µM]
O=C(CCc1nc2ccccc2c(=O)[nH]1)NCCN1C(=O)S/C(=C\c2ccccc2Cl)C1=O	-4%	2.8	72	1.0%[50 µM]
Cc1ccc(CNC(=O)c2c(-c3ccccc3)sc3ccccc23)o1	-14%	-1.8	71	0.3%
COC(=O)C1CCN(S(=O)(=O)CCNC(=O)c2ccc(F)cc2)CC1	-4%	0.3	67	0.3%[50 µM]
CCN(CC(=O)Nc1ccc(NC(C)=O)cc1)C(=O)COc1ccccc1-c1ccccc1	-4%	-0.5	63	-0.2%[50 µM]
Cc1ccc(C(=O)CCC(=O)OCC(=O)N(CC(C)C)c2c(N)n(Cc3ccccc3)c(=O)[nH]c2=O)cc1	-1%	-1.7	52	1.3%[50 µM]
O=S(=O)(Nc1ccc(-n2cnnn2)cc1)c1ccccc1F	9%	3.5	63	0.4%[50 µM]
Cn1cnc2c(oc3ccccc32)c1=O	1%	-0.5	52	i
Cc1cc(C)cc(Nc2ccc3nonc3c2[N+](=O)[O-])c1	7%	0.7	52	0.4%
O=C1CN(C(=O)CSc2nc3c(cnn3-c3ccccc3)c(=O)[nH]2)c2ccccc2N1	-9%	-1.0	83	1.3%[50 µM]
O=C(CCc1nc2ccccc2c(=O)[nH]1)NCC(=O)Nc1ccc(F)c(F)c1	11%	-0.8	54	1.6%[50 µM]
O=C(COC(=O)c1cccc(OC(F)F)c1)NC(=O)NC1CCCCC1	1%	-0.4	61	-1.3%[50 µM]
O=C(COC(=O)/C=C/c1ccc([N+](=O)[O-])cc1)NNC(=O)c1ccccc1	22%	0.5	48	1.6%
CCOC(=O)C1=C(COC(=O)/C=C/c2ccco2)NC(=O)NC1C (configuration not stated)	5%	0.1	69	0.6%[50 µM]
COc1ccc(C(=O)N(C)Cc2nc3ccccc3c(=O)[nH]2)cc1S(=O)(=O)N1CCCC1	-4%	-0.2	49	1.1%[50 µM]
CCc1ccc(-c2nnn(CC(=O)N(C3CCCC3)C3CCS(=O)(=O)C3)n2)cc1 (configuration not stated)	-9%	-2.1	63	1.1%[50 µM]

Reprinted at random: 2 compounds from above
SMILES	Dengue-2 NS5 capping	NTR1 agonist	NTR1 agonist cell count 20 µM	K1F lysis inhibition	others
O=C1CN(C(=O)CSc2nc3c(cnn3-c3ccccc3)c(=O)[nH]2)c2ccccc2N1	-9%	-1.0	83	1.3%[50 µM]
CCN(CC(=O)Nc1ccc(NC(C)=O)cc1)C(=O)COc1ccccc1-c1ccccc1	-4%	-0.5	63	-0.2%[50 µM]

Next part:
SMILES	Dengue-2 NS5 capping	NTR1 agonist	NTR1 agonist cell count 20 µM	K1F lysis inhibition	others
CC(=O)N1N=C(c2ccc(NS(=O)(=O)c3ccccc3)cc2)CC1c1ccco1 (configuration not stated)	4%	-1.7	66	-0.1%[50 µM]
Cc1onc(-c2ccccc2)c1-c1nnc(CN2CCN(S(=O)(=O)c3ccccc3F)CC2)o1	4%	-1.7	60	0.1%[50 µM]
COc1ccc(-c2sc3ccc(N4CCOCC4)cc3c2C#CC2(O)CCCCC2)cc1	0%	10	61	-0.7%
COc1cc(C(=O)NCCc2ccc(F)cc2)ccc1OCC(=O)N1CCOCC1	-5%	0.9	62	1.4%[50 µM]
COc1ccccc1N(CCC#N)C(=S)Nc1ccc(S(=O)(=O)N2CCOCC2)cc1	6%	-1.1	63	-0.3%
CC(=NNC(=O)c1cccc(S(=O)(=O)N2CCOCC2)c1)c1ccc(Cl)cc1	6%	-0.1	41	0.4%
CC(C)c1ccc(NC(=O)CSc2nc(=O)n(CCCN3CCOCC3)c3c2CCCC3)cc1	-1%	-0.3	53	-0.3%[50 µM]
COc1ccc(/C=C/C(=O)OCC(=O)N2CCCCCC2)c(OC)c1	5%	1.8	57	0.7%[50 µM]
N#Cc1cccc(NC(=O)COC(=O)CCc2ccc(S(=O)(=O)N3CCOCC3)cc2)c1	-2%	-0.2	56	0.3%[50 µM]
Cn1c(SCC(=O)NCc2ccc(F)cc2)ncc(C(=O)Nc2ccccc2)c1=O	4%	-0.3	77	1.4%[50 µM]
Cn1nnnc1Sc1ncnc2scc(-c3cccc4c3sc3ccccc34)c12	-3%	0.2	64	0.1%
O=C(NCc1nnnn1-c1ccc(F)c(F)c1)c1cc2ccccc2o1	0%	3.1	52	1.0%[50 µM]
CN(C(=O)CN1C(=O)NC2(CCCc3ccccc32)C1=O)C1CCCCC1 (configuration not stated)	5%	1.4	79	0.2%[50 µM]
O=C(NCc1ccccn1)c1ccccc1OCc1ccc(Cl)cc1Cl	-8%	0.6	55	0.0%[50 µM]
O=C(COC(=O)c1ccc(F)c(S(=O)(=O)N2CCOCC2)c1)NCc1ccc(F)cc1	-5%	3.5	65	-2.3%
C=CCOCCn1[nH]c2ccccc2c1=O	0%	-5.2	69	1.4%
CCOc1ccc(S(=O)(=O)NCCC(=O)NCC2COc3ccccc3O2)cc1 (configuration not stated)	-4%	-0.6	91	1.4%[50 µM]
COc1ccc2oc(C(=O)NNC(=O)c3ccc(F)cc3)c(C)c2c1	-1%	1.3	71	0.8%[50 µM]
Cc1[nH]c(=S)n(CC2CCCO2)c1C (configuration not stated)	-19%	-0.6	78	-0.6%
COc1ccc2oc(C(=O)OCC(=O)N(C)C3CCS(=O)(=O)C3)c(C)c2c1 (configuration not stated)	-9%	-0.9	71	1.2%[50 µM]
CC(=O)c1ccc(S(=O)(=O)N2CCN(C(=O)CSC(=S)N3CCCC3)CC2)cc1	12%	1.6	58	1.6%[50 µM]
NC(=O)c1ccc(NC(=O)CCc2nc3sc4c(c3c(=O)[nH]2)CCCC4)cc1	8%	1.1	47	0.7%[50 µM]
Cc1cccc(C(=O)NCC(=O)NC2CCC(C)CC2)c1 (configuration not stated)	0%	0.6	77	0.0%[50 µM]
Cn1c(N)c(C(=O)CSc2nnc(Cc3cccs3)n2C2CC2)c(=O)n(C)c1=O	-2%	3.8	62	0.4%[50 µM]
O=C(COC(=O)CC1CCCCC1)Nc1c(Cl)cccc1Cl	-8%	0.5	55	0.5%[50 µM]
COC(=O)c1cc(C(=O)OCC(=O)NC2CCCCCCC2)cc([N+](=O)[O-])c1	-5%	3.2	66	-0.2%[50 µM]
O=C(CCN1C(=O)NC2(CCCC2)C1=O)Nc1ccc(-c2nc3ccccc3s2)cc1	-11%	24	65	0.1%[50 µM]
O=C(COc1coc(CN2CCN(c3ccc(F)cc3)CC2)cc1=O)Nc1ccccc1	-6%	1.0	51	0.4%
Cc1ccc(NC(=O)CN(C)C(=O)CCC(=O)N2CCOCC2)cc1	-11%	-1.2	56	1.2%[50 µM]
CC(C)NC(=O)N(C)C[C@H]1Oc2ccc(NC(=O)C3CC3)cc2C(=O)N([C@H](C)CO)C[C@@H]1C	4%	-3.6	47	-1.5%
CCOc1ccccc1O[C@H](c1ccccc1)[C@H]1CNCCO1	90%	0.0	64	3.8%
COc1ccc(C)cc1S(=O)(=O)Nc1cc2c3c(c1)CC(=O)N3CCC2	-1%	-1.7	34	1.2%[50 µM]
O=C(c1cc(Cl)ccc1O)N1CCN(S(=O)(=O)c2cccs2)CC1	3%	-0.3	61	4.8%[50 µM]
CC1CN(C(=O)COC(=O)Cc2ccc(Cl)cc2)CC(C)O1 (configuration not stated)	-6%	-1.3	92	0.0%[50 µM]
O=[N+]([O-])c1ccccc1CNCCCCCO	4%	6.5	77	1.3%
O=C(NCc1cccc(F)c1)c1cccc2c1C(=O)c1ccc(N3CCCC3)cc1S2(=O)=O	-21%	2.7	47	-0.1%
COC(=O)c1nn(-c2ccccc2)c(Cl)c1/C=N/OCc1c(Cl)cccc1Cl	-1%	3.5	69	0.2%
CCOc1ccc(N2CC(C(=O)NCCCc3ccccc3)CC2=O)cc1 (configuration not stated)	-14%	-0.5	64	0.3%[50 µM]
CCn1cnnc1SCC(=O)NCC1COc2ccccc2O1 (configuration not stated)	-6%	-1.7	53	1.0%[50 µM]
Oc1cccc(Nc2ccccc2)c1	-1%	1.2	75	-1.6%
COc1ccccc1CCNC(=O)CCNS(=O)(=O)c1ccc(NC(C)=O)cc1	-9%	2.4	63	0.2%[50 µM]
COc1ccc(CC(=O)OCC(=O)NCc2ccc(F)cc2)cc1	-6%	1.4	65	0.2%
O=C(COC(=O)CCCOc1ccccc1)NC1CCS(=O)(=O)C1 (configuration not stated)	-3%	0.4	61	1.2%[50 µM]
CCN1C(=O)[C@@H]2[C@@H](c3ccc(-c4ccc(F)cc4)c(OC)c3)N3CCC[C@@]3(C(=O)OC)[C@@H]2C1=O	6%	7.0	58	0.7%
CCN(CC(=O)Nc1ccccc1C(F)(F)F)C(=O)c1ccc(N2CCCC2=O)cc1	-9%	-0.7	68	0.5%[50 µM]

The closing two compounds of the part before come first, to join the parts.
SMILES	Dengue-2 NS5 capping	NTR1 agonist	NTR1 agonist cell count 20 µM	K1F lysis inhibition	others
CCN1C(=O)[C@@H]2[C@@H](c3ccc(-c4ccc(F)cc4)c(OC)c3)N3CCC[C@@]3(C(=O)OC)[C@@H]2C1=O	6%	7.0	58	0.7%
CCN(CC(=O)Nc1ccccc1C(F)(F)F)C(=O)c1ccc(N2CCCC2=O)cc1	-9%	-0.7	68	0.5%[50 µM]
CCCCN(C(=O)CSc1nnc(-c2ccccc2)o1)c1c(N)n(CCC)c(=O)[nH]c1=O	-3%	-1.2	94	0.4%[50 µM]
Cc1ccc2nc(SC(C)C(=O)NC3CCCC3)[nH]c2c1 (configuration not stated)	0%	-1.0	52	0.7%
O=C1C=C(c2cccc3c2sc2ccccc23)C[C@@H](c2ccc(F)cc2)C1	2%	2.3	52	0.9%
COc1ccc(NC(=O)c2ccc(S(=O)(=O)N3CCCCC3)cc2)cc1OC	-4%	1.0	71	0.6%[50 µM]
COc1ccc(NC(=O)CSCC(=O)N(C)CC(=O)Nc2ccc(Cl)c(C(F)(F)F)c2)cc1	1%	0.6	56	0.1%[50 µM]
N/C(=N\NS(=O)(=O)c1ccccc1Cl)c1ccccn1	-9%	-0.2	52	-0.2%

The list is partial; count on the stated rates, not on these rows.
